Source: PubChem
EWS-Fli block = blocks EWS/Fli oncoprotein-driven transcription. A673 NR0B1-luciferase reporter, viability-normalised. inhibition, % at 12.6 µM. actives 0.67% (n = 350,000);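 active = mean inhibition of at least 50% after viability correction, with every replicate also passing that limit; inconclusive = mean reaches 50% but only one of two replicates passes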;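 also: firefly luciferase signal divided by Alamar Blue viability fluorescence both relative to DMSO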
CASP6 VEID inh = caspase-6 (human) enzyme inhibition | P55212 | AID 686996 | actives 0.53% (n = 350,000) | purified caspase-6, Z-VEID-R110 cleavage fluorescence | inhibition, % at 12.5 µM;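 active = mean inhibition across replicates at least about 35%, with every replicate also reaching that limit, limit read from the data; inconclusive = only one of the two criteria met; inactive = neither criterion met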;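 also: 0% = median of neutral control wells and 100% = no fluorescence left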
Target sequence (P55212 24-179 limits assumed): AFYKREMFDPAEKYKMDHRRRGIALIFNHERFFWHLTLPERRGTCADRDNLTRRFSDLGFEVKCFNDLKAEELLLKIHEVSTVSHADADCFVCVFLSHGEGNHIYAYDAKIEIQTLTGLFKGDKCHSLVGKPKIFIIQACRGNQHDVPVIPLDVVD
Target sequence (P55212 194-293 limits assumed): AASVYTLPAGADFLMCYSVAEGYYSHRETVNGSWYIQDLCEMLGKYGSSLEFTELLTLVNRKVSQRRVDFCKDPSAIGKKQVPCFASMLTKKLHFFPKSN
PGC1a acetyl inh = lowers PGC1a acetylation signal in U2OS cells. AlphaScreen anti-acetyl-lysine; with virally co-expressed GCN5 acetyltransferase. inhibition, % at 15.6 µM. actives 0.17% (n = 350,000). AID 651687;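 active = every replicate shows inhibition of at least 40%; inconclusive = mean inhibition at least 40% but some replicate below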;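 also: 0% = neutral control wells and 100% = positive control wells; some results beyond the cut were filed as inactive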
PAX8 reporter = inhibitors of PAX8 transcriptional activity in RMG-I cells | inhibition, % at 12.6 µM | actives 1.2% (n = 360,000) | RMG-I TPO-luciferase reporter, SteadyGlo, 24 h;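 active = mean replicate inhibition at least 60% with every replicate also reaching 60%; inconclusive = only one of the two criteria is met; inactive = mean below 60% and not all replicates reaching 60%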;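 also: luciferase light reporting Pax8 driven TPO promoter activity; plate controls were median of neutral control wells for no effect and mitoxantrone controls for full effect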
LGR2 inh = Drosophila LGR2 receptor signaling inhibition; HEK293 LGR2, CRE-luciferase, bursicon-stimulated, 4 h; inhibition, % at 9.99 µM; actives 0.35% (n = 380,000); AID 720647;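 active = drop in luminescence signal, shown as inhibition above about 50% in the replicate tests, limit read from the data, passing the limit was not always enough; inconclusive = probably only some replicates passing the limit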;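 also: agonist challenge used bursicon conditioned medium at about half maximal strength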
Cneo AK release = Cryptococcus neoformans lysis via adenylate kinase release | C. neoformans lysis, adenylate kinase release luminescence, 4 h; normalised: neutral wells 0, clomiphene wells 100 | AID 651654 | lysis activity, % at 15 µM | actives 0.2% (n = 360,000);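 active = mean lysis activity across replicates of at least 80%, whatever share of replicates individually reach that level; inactive = mean lysis activity below 80%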
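Test system: log-phase Cryptococcus neoformans yeast cells. Input: 5 × 10^6 yeast cells/mL. Medium: fresh YPD growth medium. Doses: single dose. Incubation: static 4 h at 37 °C with compound, 1 h detection. Measured by: luminescent adenylate kinase detection reagent. Read-out: signal increase indicating cell lysis. Benchmarks: Clomiphene.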
FN deposit inh = fibronectin deposition inhibition. AH1F fibroblasts, Alexa488-fibronectin deposition fluorescence, overnight. inhibition, % at 12.6 µM. actives 0.086% (n = 350,000). AID 743247;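 active = mean inhibition across replicates of 30% or more, regardless of how many single replicates reach that level; inconclusive = mean under 30% yet at least half of replicates reach 30%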;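 also: positive control wells lacked labelled fibronectin entirely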
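Schedule: 1 h cell adhesion before compound, then overnight fibronectin incubation; test system: AH1F fibroblast monolayer depositing Alexa488-labelled fibronectin into matrix; quantity: 10000 AH1F cells per well; probe or stimulus: fluorescent fibronectin at 24 nM final; signal: fluorescence, ex 485 nm, em 525 nm; evaluation: percent inhibition as loss of matrix-bound fibronectin fluorescence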
miR122 inh = inhibitors of miR-122 in Huh7 cells; activation (reporter increase), % at 12.5 µM; Huh7 miR-122 Renilla luciferase sensor, 48 h; neutral wells = 0, positive control = 100; actives 0.3% (n = 340,000);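 active = mean replicate activation score at least 90 and every replicate individually at or above 90; inconclusive = only one of the two criteria met; inactive = neither criterion met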;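 also: higher luciferase means less miR-122 activity so hits act as miR-122 inhibitors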
* = called active by the depositor; ? = inconclusive; / = not tested or not shown; [ ] = remark or other dose.

SMILES	EWS-Fli block	CASP6 VEID inh	PGC1a acetyl inh	PAX8 reporter	LGR2 inh	Cneo AK release	FN deposit inh	miR122 inh
Cc1nc2ccccc2c(=O)n1NC(=O)C1CCCCC1	/	/	-12	/	5	1	6	-7
N#CC1=C(N)OC2=C(CC/C2=C\c2ccccc2)C1c1ccccc1 (configuration not stated)	/	/	-14	/	/	-1	0	1
Cc1nnc(SCc2ccc(C(=O)O)cc2)s1	/	/	/	-10	/	0	3	2
Cc1noc(C)c1S(=O)(=O)Nc1ccc2c(c1)C(=O)N([C@@H](C)CO)C[C@@H](C)[C@H](CN(C)C(=O)Nc1ccc3c(c1)OCO3)O2	11	3	-11	/	9	54	/	-2[16.7 µM]
COc1ccc(S(=O)(=O)Nc2ccc3c(c2)C(=O)N([C@H](C)CO)C[C@H](C)[C@H](CN(C)C(=O)Nc2ccc4c(c2)OCO4)OCCCC[C@@H](C)O3)cc1	2	0	4	-5	-9	-1	-6	2[16.7 µM]
CC1=C(C(=O)OCc2ccccc2)C(c2cccs2)N2C(=O)CCSC2=N1 (configuration not stated)	-2	0	1	-6	19	/	8	/
Cc1ccccc1-c1nc(S(=O)(=O)c2ccccc2)c(N2CCCC2)o1	7	1	-3	-11	-14	2	5	-9
O=C(CC1CC1)N1CC(=O)N2[C@H](CO)[C@H](c3ccc(C#Cc4ccccc4)cc3)[C@@H]2C1	6	1	-8	/	7	/	/	/
CCOc1ccccc1CNC(=O)C1CCN(C(=O)N2CC(C)Oc3ccc(C)cc32)CC1 (configuration not stated)	4	1	-4	-3	7	0	-3	-1
O=C(Nc1ccc(F)cc1)N1CC(=O)N2[C@@H](CO)[C@@H](c3ccc(Br)cc3)[C@@H]2C1	-7	-1	-2	0	8	/	/	/
COc1ccc(-c2cc(OC)c3c(C)oc(C)c3c(=O)c2)cc1OC	8	8	-2	/	5	3	/	-6
Cc1cccc(C)c1NC(=O)C1C2C=CC(C2)C1C(=O)O (configuration not stated)	12	3	/	19	-2	-1	3	/
COc1ccc(CNc2nccs2)cc1OC	-5	-2	6	-13	7	1	1	4
O=C(CCN1CCCCC1)NCC[C@H]1CC[C@H](NC(=O)C2CCC2)[C@@H](CO)O1	8	-1	5	-2	-5	2	/	-6[16.7 µM]
CCCCn1c(N)c(N(C)C(=O)C2CCCC2)c(=O)[nH]c1=O	-10	2	-10	-2	-27	0	0	3
COc1cccc(OCCNC(=O)c2ccc(C)cc2)c1	-23	-2	/	-78	2	/	10	/
CO[C@H]1CN(C)C(=O)c2cc(NS(=O)(=O)CC(F)(F)F)ccc2OC[C@H](C)N(CC2CCCCC2)C[C@H]1C	0	/	18	-2	8	-1	-10	/
C[C@@H](NC(=O)C[C@H]1CC[C@@H](NC(=O)CN2CCOCC2)[C@@H](CO)O1)c1ccccc1	-1	5	5	-6	32	-5	-4	-15[16.7 µM]
COc1cc(S(=O)(=O)n2cnc3ccccc32)ccc1Br	7	-1	/	-5	7	0	0	0
COc1ccc(NC2=NCCC(=O)N2Cc2cccs2)cc1	/	/	-8	3	/	/	2	-4
CCNC(=O)C1(C)CCCN(C(=O)CCc2cccs2)C1 (configuration not stated)	1	1	-1	/	9	-1	2	3
Cc1cc(C)c(S(=O)(=O)N2CCOC2CNC(=O)C(=O)NCc2ccccn2)c(C)c1 (configuration not stated)	-10	-3	/	/	-10	3	-2	-7
CO[C@H]1CN(C)C(=O)c2cc(NC(=O)c3ccccc3F)ccc2OC[C@H](C)N(C(C)=O)C[C@@H]1C	9	1	5	-5	5	-1	7	/
COc1ccccc1C(=O)N/C(=C\c1cn(C)c2ccccc12)C(=O)NCCN1CCOCC1	6	4	-5	12	17	2	2	2
COc1ccc2c([N+](=O)[O-])c(N3CCCC3)[nH]c2c1	-12	2	?	-4	-9	1	1	0

Record cards, as listed above. Order of screens: EWS-Fli block | CASP6 VEID inh | PGC1a acetyl inh | PAX8 reporter | LGR2 inh | Cneo AK release | FN deposit inh | miR122 inh
CCCCn1c(N)c(N(C)C(=O)C2CCCC2)c(=O)[nH]c1=O is listed with -10 | 2 | -10 | -2 | -27 | 0 | 0 | 3
COc1ccc(NC2=NCCC(=O)N2Cc2cccs2)cc1 is listed with / | / | -8 | 3 | / | / | 2 | -4
N#CC1=C(N)OC2=C(CC/C2=C\c2ccccc2)C1c1ccccc1 (configuration not stated) is listed with / | / | -14 | / | / | -1 | 0 | 1
COc1cc(S(=O)(=O)n2cnc3ccccc32)ccc1Br is listed with 7 | -1 | / | -5 | 7 | 0 | 0 | 0
Cc1cc(C)c(S(=O)(=O)N2CCOC2CNC(=O)C(=O)NCc2ccccn2)c(C)c1 (configuration not stated) is listed with -10 | -3 | / | / | -10 | 3 | -2 | -7

(list continues)
SMILES	EWS-Fli block	CASP6 VEID inh	PGC1a acetyl inh	PAX8 reporter	LGR2 inh	Cneo AK release	FN deposit inh	miR122 inh
CCN(CC(=O)NCc1ccc(F)cc1)C(=O)/C=C/c1cccs1	-1	-1	7	-7	4	-1	0	-5
Cc1ccc(SCc2nnc(NC(=O)c3ccccc3)s2)cc1	/	/	-16	-13	/	2	10	-2
CC(C)CCOc1ccc(CO[C@@H]2[C@H]3OC(C)(C)O[C@H]3O[C@@H]2C(O)CO)cc1 (some centres not stated)	15	-1	/	11	6	5	-1	-7
CNC(=O)C[C@@H]1CC[C@H]2[C@H](COc3ccc(NC(=O)c4ccc(F)c(F)c4)cc3C(=O)N2C)O1	-6	-3	4	-14	3	71	-10	14[16.7 µM]
C(=C1c2ccccc2-c2ccccc21)c1ccccn1	8	-4	-4	13	-23	0	5	4
CC(C)NC(=O)Nc1cccc2c1O[C@@H](CN(C)Cc1ccc(Cl)c(Cl)c1)[C@@H](C)CN([C@H](C)CO)C2=O	/	1	-2	19	/	0	/	29[16.7 µM]
COc1cccc(NC(=O)N2C[C@H](O)COC[C@@H]3O[C@H](CC(=O)N(C)C)CC[C@H]32)c1	-5	0	12	4	-31	0	-3	-5[16.7 µM]
COCCNC(=O)Nc1ccc(F)cc1	-4	-1	/	-2	3	2	-5	/
CCC(C)(C)NC(=O)Cc1ccccc1OC	/	/	6	/	/	-3	17	-8
Cc1cc(=O)oc2cc(OCC(=O)N3CC[C@@]4(O)CCCC[C@H]4C3)c(Cl)cc12	-7	2	-12	/	3	-2	/	-3
CCc1c(C(=O)Nc2cc(C(=O)OC)ccc2C)csc1C	1	2	-6	-13	-12	0	-4	-5
CCn1c(SCC(=O)Nc2ccc(N(C)C)cc2)nnc1-c1ccco1	-5	-2	/	-2	9	1	7	3
COc1ccccc1N1CCN(c2nc3ccccn3c(=O)c2C=O)CC1	/	/	3	-44	/	-11	4	6
CC(=O)N1CCN(c2ccc([N+](=O)[O-])cc2C#N)CC1	9	-2	11	5	-17	3	-1	-2
CN1CCN(c2nc(-c3ccccc3)nc(-c3ccc(F)cc3)c2C#N)CC1	5	-3	5	23	-8	/	3	/
Cc1noc(C)c1S(=O)(=O)N(C)C[C@H]1Oc2c(NC(=O)C3CCOCC3)cccc2C(=O)N([C@@H](C)CO)C[C@H]1C	-2	/	4	4	8	/	2	-4[16.7 µM]
C[C@@H]1CN([C@H](C)CO)C(=O)Cc2cc(NS(=O)(=O)c3ccc(F)cc3)ccc2O[C@H]1CN(C)Cc1ccncc1	3	2	10	-11	1	-1	-1	6[16.7 µM]
CC(CC(=O)N1CCN(c2ccccc2)CC1)S(=O)(=O)c1ccc2c(c1)NC(=O)CO2 (configuration not stated)	11	3	-5	0	7	10	1	-2
CCN(CC)C(=O)/C=C/c1ccc(OC)c(S(=O)(=O)N2CCCCC2)c1	12	7	3	23	15	/	4	/
CCNC(=O)COC(=O)Cc1ccc(Cl)cc1Cl	3	2	-6	-12	22	/	26	/
CC1=C(C(=O)NC(C)C)C2(CCC(C)CC2)OC1=O (configuration not stated)	6	-5	/	-6	2	5	2	/
C[C@@H]1CCCCO[C@@H](CN(C)C(=O)Cc2ccccc2)[C@@H](C)CN([C@H](C)CO)C(=O)c2cc(NC(=O)Cc3ccccc3)ccc2O1	-17	-1	7	-21	3	-1	5	18[16.7 µM]
Cn1cccc1/C=N/NC(=O)c1ccncc1	1	-1	22	-7	1	0	3	-3
COc1cc(O)c(C(CC(=O)N2CCCC2)c2ccc3c(c2)OCO3)c(OC)c1 (configuration not stated)	2	-3	-2	4	-20	0	8	-5
Cc1cc(-c2ccccc2)nc(SCc2ccc(C(=O)O)o2)n1	/	/	-12	/	-19	12	/	-1

Arranged by the number under PGC1a acetyl inh (falling): six from the list above.
molecule	PGC1a acetyl inh
CCN(CC(=O)NCc1ccc(F)cc1)C(=O)/C=C/c1cccs1	7
CCC(C)(C)NC(=O)Cc1ccccc1OC	6
CCN(CC)C(=O)/C=C/c1ccc(OC)c(S(=O)(=O)N2CCCCC2)c1	3
CC(CC(=O)N1CCN(c2ccccc2)CC1)S(=O)(=O)c1ccc2c(c1)NC(=O)CO2 (configuration not stated)	-5
CCNC(=O)COC(=O)Cc1ccc(Cl)cc1Cl	-6
Cc1ccc(SCc2nnc(NC(=O)c3ccccc3)s2)cc1	-16

Part of the list above in a different format:
Fields: EWS-Fli block, CASP6 VEID inh, PGC1a acetyl inh, PAX8 reporter, LGR2 inh, Cneo AK release, FN deposit inh, miR122 inh
> COc1ccccc1N1CCN(c2nc3ccccn3c(=O)c2C=O)CC1
 : /, /, 3, -44, /, -11, 4, 6
> C[C@@H]1CN([C@H](C)CO)C(=O)Cc2cc(NS(=O)(=O)c3ccc(F)cc3)ccc2O[C@H]1CN(C)Cc1ccncc1
 : 3, 2, 10, -11, 1, -1, -1, 6[16.7 µM]

(further entries)
SMILES	EWS-Fli block	CASP6 VEID inh	PGC1a acetyl inh	PAX8 reporter	LGR2 inh	Cneo AK release	FN deposit inh	miR122 inh
O=C1CCCC2=C1C(c1cccs1)CC(=O)N2c1ccc(F)cc1 (configuration not stated)	-5	-2	-14	9	/	-2	-3	-4
O=C(c1cccc(F)c1)N1CC[C@@H]2[C@H](CO)Nc3ccc(-c4ccc(F)cc4)cc3[C@@H]21	-3	-2	2	10	23	47	2	-6[16.7 µM]
O=CNCc1nc2ccccc2n1CCc1ccccc1	2	-3	-3	25	15	1	6	2
CCCCC(=O)N(C)c1c(C)nc2ccc(C(=O)Nc3cccc(OC)c3)cn12	-19	-3	1	-6	-16	-1	9	-7
C[C@@H]1ON(C)[C@H]2C[C@H]3c4[nH]c5ccccc5c4CCN3C[C@@H]12	-3	-16	1	16	-31	6	/	3
O=C(COC(=O)c1ccc(S(=O)(=O)NCc2ccco2)cc1)NCCC1=CCCCC1	/	/	4	1	/	0	0	-14
COc1ccc(NC(=O)C2Cc3c(-c4cccc(NC(C)=O)c4)ccnc3O2)cc1OC (configuration not stated)	46	4	/	13	4	0	-3	-3
CCCN1C(=O)C2(C(C(=O)c3ccc(C)o3)=C(O)C(=O)N2CCCN2CCOCC2)c2ccccc21 (configuration not stated)	-1	4	-6	/	/	1	/	-1
O=C(CC(=O)c1ccccc1)Nc1ccccn1	-54	3	10	-2	-26	-5	3	-4
